Compound activity from PubChem BioAssay.
LEDGF integ inh: blocks HIV-1 LEDGF/p75-dependent DNA integration. TR-FRET IN-LEDGF/p75 DNA integration, Eu/Cy5. inhibition, % at 3.7 µM. 370,000 compounds, 0.64% hits. AID 743269;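 active means inhibition above the screen-wide mean plus 3 SD, cut at about 13% in these data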;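 further: signal is the Cy5 over europium emission ratio at 671 and 618 nm; 0% = plate median of compound wells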
ABHD4 inh: inhibitors of mouse ABHD4; inhibition, % at 8.92 µM; 370,000 compounds, 0.54% hits; purified mABHD4, FP-Rh probe fluorescence polarization; Q8VD66; AID 720543;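 active means inhibition exceeding the mean over every tested compound plus 3 SD, cut at about 30% in these data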;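 further: 0% = plate median of compound wells and 100% = S159A mutant with DMSO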
Target sequence (Q8VD66 whole entry, looked up): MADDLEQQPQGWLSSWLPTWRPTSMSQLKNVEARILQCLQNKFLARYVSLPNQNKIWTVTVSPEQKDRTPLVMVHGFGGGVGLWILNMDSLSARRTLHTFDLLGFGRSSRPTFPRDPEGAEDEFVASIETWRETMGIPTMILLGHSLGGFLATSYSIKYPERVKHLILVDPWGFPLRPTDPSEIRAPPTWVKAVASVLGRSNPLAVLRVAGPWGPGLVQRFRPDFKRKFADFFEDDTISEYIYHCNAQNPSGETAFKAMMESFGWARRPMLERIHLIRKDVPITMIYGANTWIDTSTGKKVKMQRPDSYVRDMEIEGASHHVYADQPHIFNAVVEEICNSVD
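Test system: mouse ABHD4 enzyme, wild type. Reagent: FP-Rh fluorescent activity-based probe, added after compound pre-incubation. Timing: pre-incubation 45 min, probe exposure 60 min, at 25 °C. Technique: FP readout, ex 525 nm / em 598 nm. Benchmarks: high control S159A mutant with DMSO, low control median of compound wells.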
HTRA1 inhibitor: inhibitors of human serine peptidase HTRA1; recombinant HTRA1, FP-rhodamine activity-based probe, fluorescence polarization; AID 504803; inhibition, % at 5.96 µM; 340,000 compounds, 0.5% hits; in the data active means inhibition above about 36%;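 further: 0% = enzyme with DMSO and 100% = wells lacking enzyme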
Target sequence (Q92743 whole entry, looked up): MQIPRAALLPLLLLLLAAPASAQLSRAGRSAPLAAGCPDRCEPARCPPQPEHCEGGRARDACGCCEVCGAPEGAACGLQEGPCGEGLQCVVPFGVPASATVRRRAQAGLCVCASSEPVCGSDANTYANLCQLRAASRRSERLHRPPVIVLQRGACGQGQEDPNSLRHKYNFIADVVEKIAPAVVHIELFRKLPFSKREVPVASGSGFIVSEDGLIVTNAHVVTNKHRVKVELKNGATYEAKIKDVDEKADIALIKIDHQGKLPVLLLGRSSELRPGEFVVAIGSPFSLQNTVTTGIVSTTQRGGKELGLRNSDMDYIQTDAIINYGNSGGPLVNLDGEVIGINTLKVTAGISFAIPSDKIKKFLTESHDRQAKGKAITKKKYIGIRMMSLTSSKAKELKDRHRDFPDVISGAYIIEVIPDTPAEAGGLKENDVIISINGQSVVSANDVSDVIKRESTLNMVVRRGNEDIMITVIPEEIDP
UHRF1 MBD2 ctr: human UHRF1 methylated DNA binding inhibitors; AID 687016; 370,000 compounds, 0.75% hits; inhibition, % at 4.4 µM; Q96T88; UHRF1 binding to methylated oligo, TR-FRET; in the data active means inhibition above about 21%;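 further: UHRF1 SRA domain binding a hemimethylated CpG hairpin DNA probe; 0% = median of test compound wells and 100% = reference inhibitor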
PG9 Ab binder: PG9 antibody binding by small molecule | TR-FRET gp120-PG9 antibody binding | inhibition, % at 6.7 µM | 360,000 compounds, 0.43% hits | AID 624416; in the data active means inhibition above about 8.5%
NR1D1 modulator: modulators of human Rev-erb alpha DNA binding | P20393 | activity, % at 10 µM | Rev-erbα–FITC-DNA binding, fluorescence polarization, 90 min | 370,000 compounds, 0.79% hits;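 active means activity above about 14%, limit read from the data; passing the limit was not always enough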;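 further: 0% = DMSO wells with 35 nM protein and 100% = DMSO wells with 750 nM protein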
PRMT1 FP inh: inhibitors of human PRMT1 | 370,000 compounds, 1.3% hits | inhibition, % at 2.79 µM | recombinant PRMT1, activity-based probe fluorescence polarization;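 active means inhibition above about 21% made by adding two undisclosed values, limit read from the data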
TCR-CD3 inh: blocks the human TCR-CD3 interaction. TAMRA-labeled TCR probe fluorescence, biochemical. inhibition, % at 9.4 µM. 360,000 compounds, 0.37% hits; in the data active means inhibition above about 19%;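 further: recombinant mutant TCR 2C K166C tagged with TAMRA read by polarization; 0% = receptor in buffer alone and 100% = receptor with positive control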
MBD2 inh: inhibitors of human MBD2 binding to methylated oligonucleotide | TR-FRET | inhibition, % at 4.4 µM | 370,000 compounds, 0.31% hits | AID 686964; in the data active means inhibition above about 13%
rCAG binder: r(CAG) repeat RNA binding | AID 651821 | TO-PRO-1 dye displacement fluorescence | inhibition, % at 3 µM | 370,000 compounds, 1.3% hits;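 active means inhibition above the plate cutoff, the mean of all test compounds on that plate plus 3 SD, cut at about 35% in these data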;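 further: 0% = DMSO alone and 100% = 100 µM mitoxantrone as full dye displacement; higher means more dye released from RNA so lower well fluorescence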
* hit, by the source's call; / = no result given. An excerpt, so the mix of outcomes need not match the whole.

SMILES | LEDGF integ inh | ABHD4 inh | HTRA1 inhibitor | UHRF1 MBD2 ctr | PG9 Ab binder | NR1D1 modulator | PRMT1 FP inh | TCR-CD3 inh | MBD2 inh | rCAG binder
O=C(C[C@H]1C[C@H](C(=O)N2CCOCC2)[C@@]2(CCC3CCCC3)c3[nH]c4cc(-c5ccco5)ccc4c3CCN2C1=O)NCc1cccc(C(F)(F)F)c1 | 0 | -6 | 3 | -2 | -0.8 | -5 | 16 | -4 | 1 | 22
Fc1ccc(Nc2nc(-c3ccncc3)nc3ccccc23)cc1 | -1 | 12 | -6 | 4 | 3.2 | 17 | -2 | -1 | -5 | -2
O=C(Nc1nc(-c2ccccn2)cs1)c1ccco1 | 8 | 4 | 26 | 5 | 0.9 | -10 | 19 | 6 | 1 | 18
CSc1nc(C)c(CCOC(=O)c2cccc(C)c2)c(=O)[nH]1 | 4 | 0 | -1 | 1 | 0.6 | 10 | -1 | 1 | -2 | -2
Cc1ccc(/C=C2/SC(=S)N(CC(=O)Nc3ncc(Cc4ccc(C)cc4)s3)C2=O)cc1 | 4 | 2 | -25 | -1 | -2.5 | 5 | 1 | 2 | 3 | -1
CCN(CC)CCN(Cc1cc2cc3c(cc2[nH]c1=O)OCCO3)C(=O)NC1CCCCC1 | -2 | -3 | -4 | 3 | 2.0 | 0 | 3 | 2 | 4 | 9
O=C(Oc1cccc2c(O)cccc12)c1ccccc1 | -4 | -23 | 18 | -1 | -0.9 | -1 | 2 | 2 | 1 | 7
CC(C)=C(NC(=O)c1ccccc1)C(=O)N/N=C/c1ccc(O)cc1 | 3 | 7 | -4 | -1 | -1.5 | 5 | -2 | -3 | 6 | 4
CN=C(Nc1cc(Cl)ccc1Cl)SC1CC(=O)N(c2ccc(C(=O)OC)cc2)C1=O (configuration not stated) | -1 | -25 | -40 | 1 | -2.6 | 0 | -2 | 5 | 1 | 0
CC1CCCN(C(=O)C2CCN(c3ncnc4c3nc3n4CCCCC3)CC2)C1 (configuration not stated) | -4 | 0 | 3 | -2 | -3.0 | 4 | -5 | 3 | -7 | -8
O=C1COC(c2ccccc2)=CN1Cc1ccccc1 | 2 | -10 | 6 | -1 | -1.4 | 0 | -1 | 0 | 1 | 3
CN(C)c1ccc(S(=O)(=O)N2CCCCC2)cc1NC(=O)C1CSC2(C)CCC(=O)N12 (configuration not stated) | 2 | 1 | 5 | 1 | 1.5 | 3 | -4 | 0 | 0 | 1
C=CCN=C1NC(c2cccc(C(F)(F)F)c2)C(C(=O)OC)=C(C)N1C (configuration not stated) | 1 | 4 | / | -2 | 0.5 | 0 | -1 | -6 | 1 | 6
CCC(C)(C)NC(=O)c1ccc2c(c1)OCCO2 | 0 | -2 | 2 | -2 | -0.7 | 1 | -1 | 1 | -4 | 2
Oc1c(Cl)c(Cl)c2ncccc2c1Cl | -6 | 2 | 8 | -3 | -1.4 | 14 | 8 | -6 | -12 | 2
Cc1nn(CCO)c2ncc(C(=O)c3cc(Cl)ccc3O)cc12 | -3 | 0 | 2 | 2 | -2.3 | 0 | -3 | 1 | -4 | 3
COc1ccc(-c2nn(-c3ccccc3)cc2/C=C/C(=O)N(C)CC(=O)Nc2cccc(F)c2)cc1OC | 2 | -101 | -120 | -2 | -1.9 | -1 | -4 | 26* | 4 | 20
COc1cc(OC)c2c(c1)OC(=O)CC2c1ccc(C)cc1 (configuration not stated) | 4 | -10 | -11 | -2 | 1.1 | 2 | -5 | 2 | -4 | 2
Cc1cccc(C(=O)N(CCc2ccccc2)Cc2ccccc2)c1[N+](=O)[O-] | 2 | -14 | -34 | 1 | -1.6 | 5 | 1 | 0 | -7 | 4
Cc1cccc(C(=O)NCC(=O)OCC(=O)c2ccc(Br)s2)c1 | -1 | 4 | 0 | 1 | 8.8* | 6 | 0 | -5 | -3 | 5
CN1CCN(Cc2cc(=O)oc3cc4c(cc23)CCC4)CC1 | -3 | 12 | 4 | -2 | 0.2 | -6 | -1 | 0 | 0 | -4
O=C(NCCc1ccccc1F)N[C@@H](Cc1ccccc1)C(=O)O | 1 | -1 | 4 | -1 | -1.3 | 0 | 1 | 4 | -5 | 0
CCCN(CCC)S(=O)(=O)c1ccc(C(=O)Nc2nnc(-c3cccc(OC)c3)o2)cc1 | -8 | 5 | 8 | 1 | 0.1 | -1 | 2 | 4 | -2 | 8
CCOC(=O)N1CCC(NC(=O)CCc2nc(-c3ccccc3F)no2)CC1 | 1 | 2 | 5 | 1 | -2.4 | 3 | 0 | -5 | -5 | -4
COc1ccc(OCC(=O)O/N=C(\N)Cc2cccs2)cc1 | 1 | 4 | -1 | -1 | 0.1 | -4 | 0 | 2 | -2 | 0
Cc1nnc(SCC(=O)N(C)Cc2ccccc2)[nH]c1=O | 0 | 2 | 6 | 2 | -0.7 | -2 | -3 | 4 | 4 | -3
COc1cccc(CN2CCN(C3CCN(c4ccccc4C)CC3)CC2CCO)c1 (configuration not stated) | -1 | -4 | -2 | -1 | -0.6 | 7 | 0 | 0 | -2 | -12
Cc1ccc(CN2CC(C(=O)Nc3ccc(C)c(S(=O)(=O)N4CCCCC4)c3)CC2=O)cc1 (configuration not stated) | -3 | -3 | -26 | 1 | -0.8 | 1 | 4 | -2 | 0 | 7
COCCCN1CN(S(=O)(=O)c2ccc(Cl)cc2)c2nc3ccccc3nc21 | -8 | 1 | 3 | 2 | 0.3 | -1 | 4 | -1 | -5 | 8
O=C(NC1(C(F)(F)F)NC(=O)N(Cc2cccnc2)C1=O)c1ccncc1 (configuration not stated) | 0 | -2 | 1 | -3 | -1.1 | -6 | 2 | -7 | 2 | -2
Cc1c(-c2ccc(Cl)cc2Cl)nc2ccccc2c1C(=O)NCCN1CCOCC1 | 0 | -4 | 4 | 5 | 1.0 | -2 | 5 | -5 | 4 | -3
Cc1ccc(OCc2nnc(SC/C=C/c3ccccc3)n2Cc2ccco2)cc1 | 2 | -10 | / | 0 | / | -3 | 0 | / | -4 | 5
CCn1c(CO)nc2c1c(=O)[nH]c(=O)n2Cc1ccccc1 | -1 | 0 | 4 | 0 | 1.3 | 1 | -4 | 0 | 5 | 0
CC1CCCN(S(=O)(=O)c2ccc(NC(=O)CN3C(=O)NC(C)(c4ccccc4)C3=O)cc2)C1 (configuration not stated) | -2 | -31 | -14 | 1 | 1.5 | 5 | 7 | -10 | 8 | 11
CCn1cc(S(=O)(=O)Nc2cccnc2)cn1 | -5 | -5 | 3 | 3 | -0.8 | -2 | 5 | 9 | 5 | -2
N#Cc1sc(NCc2ccccn2)nc1Cl | 2 | 0 | 9 | 0 | -0.4 | -9 | -1 | 3 | -5 | -2
Cc1cc(Cl)ccc1OCC(=O)N1CCCN(C(=O)COc2ccc(Cl)cc2C)CC1 | 1 | -10 | -23 | 3 | 0.9 | 4 | -1 | 3 | 2 | -2
Cc1cccc(NC2SC(=O)NC2=O)c1 (configuration not stated) | 2 | -3 | 6 | -2 | -0.9 | -3 | -4 | 4 | -2 | 1
CC1(C)C2CC=C(/C=N/NC(=O)C(N)=O)C1C2 (configuration not stated) | 0 | 2 | -3 | -2 | -0.4 | 5 | 0 | 2 | 0 | 0
O=C(OCc1cc2ccccc2[nH]c1=O)c1cccs1 | 3 | -6 | -2 | 2 | 1.1 | 27* | 1 | -5 | 3 | 3
CCc1cc(C(c2ccncc2)N2CCN(C)CC2)c(NC(=O)c2ccccc2)s1 (configuration not stated) | -2 | -3 | -9 | 0 | -0.4 | 1 | 2 | -6 | -1 | -3
O=C(CN1CCC(n2nnc3cc(F)ccc32)CC1)NCc1ccco1 | 0 | 6 | -2 | 10 | 0.9 | -3 | -1 | 3 | 0 | 6
C(=C\c1ccccc1)/CSc1nnc(-c2cccnc2)n1Cc1ccco1 | 2 | -1 | -7 | -2 | 2.8 | -4 | 2 | -5 | -2 | 8
COc1ccc(Cl)cc1S(=O)(=O)N1CCC(C(=O)N2CCOCC2)CC1 | 0 | -5 | -5 | -2 | 0.0 | -1 | 0 | -7 | 2 | -5
CCN(CC)c1ccc(C2NC(=O)c3ccccc3N2)cc1 (configuration not stated) | -2 | 3 | 4 | 1 | 1.7 | -3 | 3 | 5 | -1 | 3
CC(Cl)c1cc(-c2ncc(C(F)(F)F)cc2Cl)no1 (configuration not stated) | 5 | -2 | 6 | -1 | -1.2 | 3 | -2 | 3 | -7 | 1
Cc1cc(OCC(=O)N2CCOCC2)ccc1NC(=O)C1CCCCC1 | -1 | 2 | 6 | 8 | -1.5 | -4 | -4 | 4 | -2 | -2
CCOC(=O)CNC(=O)CSc1nnc(-c2ccc(OC)cc2)n1CC | 2 | -3 | -1 | 1 | -1.9 | -4 | -3 | 2 | -6 | -2
CC1(OC(=O)C2CCCC2)C(=O)C=C2C=C(c3ccc(C#N)cc3)OC=C2C1=O (configuration not stated) | 13* | 29 | 27 | 4 | 0.8 | -3 | 21 | -6 | 0 | 51*
CCCC1C2C(=O)N(c3ccccc3OC)C(=O)C2ON1c1ccccc1 (configuration not stated) | 0 | -1 | -1 | 7 | 0.7 | -2 | 21 | 5 | -4 | 4
CC(C)c1cc(C(C)C)c(S(=O)(=O)N2CCC(c3cn4ccccc4n3)CC2)c(C(C)C)c1 | 3 | -2 | / | -2 | / | 8 | 3 | / | -1 | 6
CC(NC(=O)c1cccs1)c1ccccc1 (configuration not stated) | 0 | -8 | -6 | 1 | 0.6 | -2 | 6 | -6 | 8 | -3
COc1ccccc1CNC(=O)c1cnc2ccccn2c1=O | 2 | -6 | -3 | 1 | -0.9 | 3 | 5 | 1 | 3 | 1
O=C(COC(=O)c1ccc(OC(F)F)cc1)NCC1CCCO1 (configuration not stated) | 1 | -2 | -1 | 1 | -1.8 | -4 | -2 | -2 | -4 | 0
COC(=O)c1cn(C(=O)c2ccc(Cl)cc2)c2ccccc12 | 0 | -2 | 3 | 0 | 0.7 | -1 | 0 | 3 | -3 | -4
COc1ccc([C@H]2C[C@@H](O)[C@H](n3cc(COC(=O)c4ccccc4)nn3)CN2C(=O)c2cccs2)cc1 | 1 | 4 | -4 | -1 | -0.3 | 0 | -1 | 0 | 3 | 0
Cc1cc(Cl)c(S(=O)(=O)NCc2cccnc2)cc1OCC(N)=O | -4 | 2 | 3 | 0 | 0.2 | -3 | -2 | 10 | 2 | 0
O=C1C=CC(O)C2(CO)OC12 (configuration not stated) | 1 | 4 | 3 | 1 | -1.9 | -8 | 5 | 7 | 1 | 1

2 compounds from above, reduced to MBD2 inh:
Structure,MBD2 inh
Cc1cc(Cl)c(S(=O)(=O)NCc2cccnc2)cc1OCC(N)=O,2
COC(=O)c1cn(C(=O)c2ccc(Cl)cc2)c2ccccc12,-3

In the list so far, these have two or more sulfur atoms.
SMILES | LEDGF integ inh | ABHD4 inh | HTRA1 inhibitor | UHRF1 MBD2 ctr | PG9 Ab binder | NR1D1 modulator | PRMT1 FP inh | TCR-CD3 inh | MBD2 inh | rCAG binder
Cc1ccc(/C=C2/SC(=S)N(CC(=O)Nc3ncc(Cc4ccc(C)cc4)s3)C2=O)cc1 | 4 | 2 | -25 | -1 | -2.5 | 5 | 1 | 2 | 3 | -1
CN(C)c1ccc(S(=O)(=O)N2CCCCC2)cc1NC(=O)C1CSC2(C)CCC(=O)N12 (configuration not stated) | 2 | 1 | 5 | 1 | 1.5 | 3 | -4 | 0 | 0 | 1
